Mm-Cpn inhibitor: M. maripaludis TRiC chaperonin inhibition | AID 504842 | Potency, µM (highest dose often 76.9 µM), inactives show at the highest dose activity, negative = inhibition, usual class: inhibitors | 330,000 compounds, 0.031% hits | purified Mm-Cpn ATPase, ADP Transcreener TR-FRET; also: potency is read from the fitted curve at half-maximal effect; % is scaled to controls: 0 for no effect and ±100 for the full control effect; nearly all actives have a fitted effect of over 80% in size
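Inhibition of chaperonin ATP hydrolysis is measured as reduced ADP production, detected by competitive TR-FRET in which signal falls with ADP. Final enzyme 25 nM and ATP 10 uM, reacted 30 min at 37°C.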
Nrf2 block: Nrf2 pathway inhibition; Potency, µM (titrated, usually from 46 µM), inactives show at the top dose activity change, negative = inhibition, actives largely listed as inhibitors; 360,000 compounds, 2.1% hits; A549 ARE-Fluc reporter, luciferase luminescence, 18-24 h; also: potency is read from the fitted curve at half-maximal effect; % is scaled to controls: 0 for no effect and ±100 for the full control effect; nearly all actives have a fitted effect of over 60% in size
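Reporter: ARE-Fluc in A549. Exposure: 18-24 h, 37 °C, 5% CO2, 5% FBS OPTI-MEM. Readouts: fluorescent cytotoxicity (CellTiter-Fluor), then luminescent Nrf2 signal after BugLite.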
A549 viability: kills or reduces viability of A549 cells in Nrf2 counter-screen; A549 ARE-Fluc cells, CellTiter-Fluor viability, 18-24 h; Potency, µM (series often up to 46 µM), for inactives: at the top dose activity change, negative = cytotoxicity, most hits filed as inhibitors; 390,000 compounds, 0.16% hits; also: potency is read from the fitted curve at half-maximal effect; % is scaled to controls: 0 for no effect and ±100 for the full control effect
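A549 ARE-Fluc cells in 5% FBS OPTI-MEM, 5000 cells/well, rested 2 h then exposed to compounds in concentration-response for 18-24 h at 37 °C. Viability by CellTiter-Fluor fluorescence (Ex 405/Em 525) after 30 min; luciferase luminescence (BugLite, 15 min, RT) read afterwards.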
CCT chaperon mod: modulators of cytosolic chaperonin (CCT/TRiC) activity. 360,000 compounds, 0.3% hits. activity change, % (concentration not given with the values), hits read low. purified chaperonin ATPase assay, HTRF ADP detection, 30 min; in the data active = activity change below about -30%; also: % is scaled to controls: 0 for no effect and ±100 for the full control effect
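ATPase activity: ADP formed was measured by HTRF Transcreener (665/615 nm ratio) after 30 min at 37 deg C with 10 uM ATP. Compounds screened at one 76 uM concentration against 40 or 20 nM TRiC in Tris pH 7.4/KCl/MgCl2/DTT buffer.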
Nrf2 ARE act: Nrf2 pathway activation | AREc32 ARE-luciferase reporter (MCF7-derived line), luminescence, 24 h | Potency, µM (highest dose often 46.1 µM), for inactives: at the highest dose activation, most hits filed as activators | 410,000 compounds, 0.31% hits | AID 624171; also: potency is read from the fitted curve at half-maximal effect; % of control where 0% means no effect; nearly all actives have a fitted effect of over 65% in size
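Steps: seed AREc32_Fluc cells (1000/well, 5% FBS OPTI-MEM); incubate overnight at 37 deg C; add 23 nL compound; incubate 24 hr; add Steady-Glo; hold 30 min RT; read luminescence.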
TGFb SMAD3 inh: TGF-b pathway inhibition; HepG2 CAGA-GFP TGF-b/SMAD3 reporter, GFP fluorescence, 18 h; TGF-beta stimulated, 500 pg/mL final; Potency, µM (series often up to 46.1 µM), inactives show top-dose activity, negative = inhibition, actives largely listed as inhibitors; 410,000 compounds, 1.2% hits; AID 588855; also: potency is read from the fitted curve at half-maximal effect; % is scaled to controls: 0 for no effect and ±100 for the full control effect; nearly all actives have a fitted effect of over 65% in size
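HEPG2 CAGA-GFP cells (1000/well, DMEM with 1% FBS) were pre-incubated 2 h at 37 degrees C, given compound by pin tool, then stimulated with TGF-beta at 500 pg/mL final for 18 h before per-cell GFP fluorescence imaging.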
Abeta yeast res: restores growth of yeast expressing A-beta42 peptide; yeast expressing A-beta42, growth rescue, OD600, 48 h; response scale: 0% DMSO, 100% iron-clioquinol control; Potency, µM (top dose mostly 46.1 µM), without a hit: top-dose growth rescue, usual class: activators; 410,000 compounds, 0.063% hits; also: potency is read from the fitted curve at half-maximal effect; nearly all actives have a fitted effect of over 55% in size
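Growth rescue measured by 600 nm absorbance after 48 h yeast culture at 30 C with compound. Values normalized between DMSO and an equimolar ferric chloride plus clioquinol control.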
HepG2 tox: kills HepG2 cells in TGF-b inhibitor counter-screen; HepG2 CAGA-GFP viability, ATP luminescence, 18 h; Potency, µM (titrated, usually from 46.1 µM), for the others: at the top dose activity change, negative = cytotoxicity, actives largely listed as cytotoxic; 410,000 compounds, 0.76% hits; also: potency is read from the fitted curve at half-maximal effect; some results filed as inactive show a strong effect at the top dose
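CellTiter-Glo luminescence gave cytotoxicity after 18 hours at 37 degrees C. The cells were HepG2 CAGA-GFP in 1% FBS DMEM, stimulated with 500 pg/mL TGF-beta after compound addition. %Activity was normalised to no-cell wells (complete cell-killing) and DMSO (no toxicity), and curves were fitted and classified.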
Akt phos inh: blocks phosphorylation of Akt | Neuro2A IGF-stimulated pAkt S473 HTRF, 20 min; active compounds read low | activity change, % for hits at 50 µM | 360,000 compounds, 0.32% hits | AID 651550; in the data active = activity change below about -80%; inconclusive = mostly about -51% to -80%; also: % is scaled to controls: 0 for no effect and ±100 for the full control effect
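Neuro2A cells in DMEM with 0.5% FBS, overnight at 37 deg C, given compound at single 50 µM final, then IGF (6 nM final) for 20 min at 37 deg C. Lysed; phospho-Akt Ser473 by HTRF after 24 h, 665/615 ratio.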
* marks the source's active call; other numbers are inactive results; i = inactive; ? = inconclusive; . = not tested or not shown; [ ] = dose if it differs, or a comment. Unless noted, calls follow the shape of the dose curve; as a rule, active = well fitted curve in the direction sought with a large enough effect; inconclusive = small, poorly fitted or top-dose-only effect, or another doubt; inactive = no such curve, though single readings can be large; an effect the other way counts as inactive or inconclusive.

SMILES	Mm-Cpn inhibitor	Nrf2 block	A549 viability	CCT chaperon mod	Nrf2 ARE act	TGFb SMAD3 inh	Abeta yeast res	HepG2 tox	Akt phos inh
Cn1cnc(S(=O)(=O)Nc2ccc(OC(F)F)cc2)c1	-3%	7%	2%	3.6	-0.4%	16%	-26%	16%	i
CN(C(=O)CCN1C(=O)/C(=C/c2ccc(F)cc2)SC1=S)C1CCS(=O)(=O)C1 (stereo not given)	.	.	.	-1.4	2.7%	-6%	2%	-3%	i
COc1ccc(-c2cnc(C)o2)cc1S(=O)(=O)Nc1ccc(C)c(F)c1	.	.	-18%	.	0.6%	?	-20%	-6%	.
CCC(C(=O)NCc1cccnc1)n1nc(C)n2c(cc3occc32)c1=O (stereo not given)	-4%	2%	-3%	-0.5	0.1%	0%	1%	-6%	i
O=C(Nc1ccc(Cl)cc1)Nc1cccc2nsnc12	-4%	?	-2%	-1.5	?	6%	3%	-20%	i
Cc1ccccc1SCc1noc(C(=O)NCC2CCCO2)c1C(=O)O (stereo not given)	-2%	-10%	2%	-4.2	-0.1%	-11%	-5%	-6%	i
CCCCCCCn1ccc(O)c(CC(=O)OC)c1=O	0%	-2%	13%	-1.9	-0.5%	10%	-16%	9%	i
O=S(=O)(Nc1nc2ccccc2nc1N1CCN(c2ccccc2)CC1)c1ccc(F)cc1	0%	26µM*	?	0.0	-0.8%	?	-11%	-39%	i
COc1ccc(N2CCN(C(CNC(=O)C(=O)NCc3cccs3)c3ccco3)CC2)cc1 (stereo not given)	1%	8%	-2%	-1.5	-1.5%	-8%	18%	-17%	i
COc1ccc(C(CNC(=O)c2ccc(NS(=O)(=O)c3ccc4c(c3)OCCO4)cc2)N(C)C)cc1 (stereo not given)	-11%	4%	0%	0.3	5.8%	-9%	-1%	-26%	i
CC(C)CNC(=O)c1cc(S(=O)(=O)N2CCOCC2)ccc1N1CCCC1	2%	-17%	-3%	1.0	-0.5%	-12%	3%	-6%	i
c1cc2nnnn2nc1N1CCCCCC1	-2%	6%	-4%	-1.0	-0.1%	-8%	-10%	0%	i
O=C(CSC1=NCCS1)NC(NC(=O)CSC1=NCCS1)c1ccccc1	0%	?	-15%	-0.4	1.7%	2%	-5%	-6%	i
COc1ccc(CCNC(=O)CSc2nc3c(c(=O)n(C)c(=O)n3C)n2C(C)C)cc1OC	2%	-13%	0%[1.84 µM]	-0.6	0.2%	14%	2%	-18%	i
COc1cc(OC)cc(C(=O)NC2CCCCCCC2)c1	1%	19%	0%	0.5	-0.3%	6%	6%	-20%	i
O=C(/C=C/c1ccc2c(c1)OCO2)c1ccccn1	-4%	17%	1%	-0.1	?	?	8%	-52%	i
Cc1ccc(-c2nc(-c3ccccn3)no2)cc1Cl	0%	?	5%	-6.6	-1.0%	-2%	-9%	11µM*	i
CCn1c(=O)c(C(=O)Nc2nc3ccccc3[nH]2)c(O)c2ccccc21	-1%	16µM*	21µM*	-3.9	7.9%	2µM*	-82%[inhibitor]	-60%	i
O=C(c1cccs1)N(Cc1cc2ccccc2[nH]c1=O)c1ccccc1	-4%	-19%	-4%	1.3	2.9%	?	4%	-33%	i
CCOc1ccc(NC(=S)NNC(=O)c2ccc(Br)cc2)cc1	0%	?	2%	-3.4	-0.5%	7%	1%	-14%	i
CCOCCCNC(=O)C1CCN(Cc2cccc(OCc3ccccc3)c2)CC1	-1%	-5%	-1%	-0.5	-0.1%	21%	-20%	0%	i
CC(Cc1ccco1)NC(=O)c1cccc(S(=O)(=O)N(C)C)c1 (stereo not given)	-1%	27%	-7%	-2.3	20%	6%	0%	-41%	i
COc1ccc(N(CC(=O)Nc2c(C)cccc2C)S(=O)(=O)c2ccccc2[N+](=O)[O-])c(OC)c1	-2%	?	-3%	1.6	2.5%	-20%	11%	-9%	i
Cc1ccc(N2C(=O)CCSC23C(=O)N(Cc2ccccc2)c2ccccc23)cc1F (stereo not given)	.	-22%	-9%	.	7.5%	?	6%	-61%	.
CCn1cc(C(=O)N[C@@H](CCSC)C(=O)NCCCn2ccnc2)c(=O)c2cc3c(cc21)OCO3	0%	5%	5%	-4.6	0.4%	-1%	3%	0%	i
COc1ccc(-n2nc(C(=O)NCC(=O)N3CCN(c4ccccc4F)CC3)c3ccccc3c2=O)cc1OC	-16%	?	3%	-15	1.8%	?	-13%	-19%	i
CS(=O)(=O)Nc1ccc(C2=NN(S(C)(=O)=O)C(c3cccs3)C2)cc1 (stereo not given)	3%	17%	-1%	-0.2	-0.5%	2%	0%	8%	i
Cc1n[nH]c(=O)nc1N1CCc2ccccc2C1	.	-6%	-5%	-1.4	0.9%	-34%	10%	12%	.
CC(=O)Nc1cccc(NS(=O)(=O)c2ccc3c(c2)CCC(=O)N3)c1	.	.	.	0.9	0.1%	3%	9%	-2%	i
O=C(Cn1c(=O)oc2ccccc21)Nc1ccc(F)cc1	2%	2%	10%	-0.9	0.2%[9.22 µM]	-2%	3%	0%	i
Cc1ccccc1NC(=O)Cc1nc(COC(=O)CC(C)c2ccccc2)cs1 (stereo not given)	0%	-4%	-6%	0.6	0.3%	0%	16%	-6%	i
CN(C)CC(=O)c1ccc(-c2ccccc2)cc1	-29%	.	-3%	-0.4	0.4%	-28%	-4%	-52%	i
N#Cc1ccc(C(=O)N/N=C/c2cn(CC(=O)O)c3ccccc23)c(F)c1	-1%	-7%	-3%	0.4	3.6%	16%	-10%	2%	i
COc1ccccc1S(=O)Cc1ccc(C(=O)NCc2ccccc2Cl)o1 (stereo not given)	-3%	-25%	-2%	-4.3	0.4%	-9%	0%	-15%	i
Cc1occc1-c1nnc(SCC(=O)Nc2ccccc2)n1C	3%	-4%	-2%	-0.5	0.7%	3%	-6%	-2%	i
Cc1cc(NC(=O)CCS(=O)(=O)c2cc(Br)cc3c2N(C(=O)C2CC2)CC3)ccc1Br	.	14%	1%	.	0.0%	-6%	-4%	-23%	.
Cc1cc2nc(-c3cccc(NC(=O)c4ccc(Br)o4)c3)oc2cc1C	0%	-7%	-13%	-11	0.4%	6%	12%	-5%	.
COc1cc(OC)cc(C(=O)Nc2cccc3cccnc23)c1	-5%	3%	9%	-4.1	2.8%	-1%	-5%	4%	i
COC(=O)c1sc(N2C(=O)c3oc4ccccc4c(=O)c3C2c2cccc(O)c2)nc1C (stereo not given)	1%	-3%	-2%	-2.3	-0.3%	-4%	8%	20%	i
COCCNC(=S)N1CCC(C(=O)c2ccc(Cl)cc2)CC1	.	.	.	0.3	0.2%	-6%	-15%	-9%	i
O=C(Cc1c(F)cccc1Cl)N1CCN(S(=O)(=O)c2cccs2)CC1	-1%	-1%	3%	1.8	0.3%	2%	-15%	-9%	i
CN(C(=O)COC(=O)c1ccc([N+](=O)[O-])cc1N)c1ccccc1	1%	10%	0%	-3.5	2.7%	-2%	-9%	-8%	i
CC(C)CC(=O)c1c[nH]c(C(=O)NCc2ccccc2)c1	2%	-18%	10%	-1.0	0.3%	6%	-11%	1%	i
C=CCN1C(=O)/C(=C/c2ccc(O)c(OC)c2)S/C1=N/c1nccs1	-4%	-4%	-17%	-2.0	3.5%	17%	-46%[inhibitor]	-59%	i
COc1ccc(CC(=O)N/N=C(/C)CC(=O)N(C)c2ccccc2)cc1	-2%	6%	-6%	0.7	6.1%	1%	-14%	10%	i

Arranged by value in CCT chaperon mod (ascending): some entries from above
| Compound | CCT chaperon mod |
| --- | --- |
| CCn1cc(C(=O)N[C@@H](CCSC)C(=O)NCCCn2ccnc2)c(=O)c2cc3c(cc21)OCO3 | -4.6 |
| CCOc1ccc(NC(=S)NNC(=O)c2ccc(Br)cc2)cc1 | -3.4 |
| O=C(c1cccs1)N(Cc1cc2ccccc2[nH]c1=O)c1ccccc1 | 1.3 |

Next part:
SMILES	Mm-Cpn inhibitor	Nrf2 block	A549 viability	CCT chaperon mod	Nrf2 ARE act	TGFb SMAD3 inh	Abeta yeast res	HepG2 tox	Akt phos inh
Cc1cc(-n2cc(Br)c(=O)[nH]c2=O)nc(-c2ccccc2)n1	0%	?	-2%	-0.6	-0.5%	-6%	4%	-17%	i
CC1CCCCN1S(=O)(=O)c1ccc2c(c1)oc(=O)n2CC(=O)O (stereo not given)	2%	.	-3%	-0.3	-0.6%	-18%	-3%	-23%	i
COc1ccc(C(=S)NC2CCCCC2)cc1	0%	?	-9%	-0.7	0.2%	6%	10%	-15%	i
COc1ccc(CN(C)CC(=O)NC2CCCc3ccccc32)cc1OC (stereo not given)	1%	?	-1%	-2.5	3.2%	-17%	-7%	-25%	i
C/C(CC(=O)Nc1ccccn1)=N\NC(=O)C(=O)Nc1cccc(Cl)c1C	-6%	-20%	-6%	0.3	0.0%	-4%	9%	-2%	.
CC(C)CSc1nsc(N)n1	1%	11%	-2%	-7.0	3.1%	8%	1%	-7%	i
Cn1c(=O)c2cc(S(=O)(=O)NCCC(=O)Nc3ccccc3F)ccc2n(C)c1=O	1%	-18%	-22%	-1.3	0.1%	-1%	9%	-4%	i
CCCN1CCN(S(=O)(=O)c2ccc3c(c2)CC(C)N3C(=O)C2CC2)CC1 (stereo not given)	0%	-10%	13%	-0.5	-0.1%	-25%	-1%	-14%	i

Source: PubChem BioAssay (National Center for Advancing Translational Sciences (NCATS))
